Screening data as filed in PubChem.
Rv3671c inh: Rv3671c (M. tuberculosis) protease inhibition | P9WHR9 | inhibition, % at 5.96 µM | 320,000 tested, 0.048% active | AID 2606; in the data active = inhibition above about 38%;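 note: extracellular domain of Rv3671c used as enzyme; 0% = enzyme with DMSO and 100% = no enzyme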
Target sequence (P9WHR9 whole entry, looked up, the tested form may be a part): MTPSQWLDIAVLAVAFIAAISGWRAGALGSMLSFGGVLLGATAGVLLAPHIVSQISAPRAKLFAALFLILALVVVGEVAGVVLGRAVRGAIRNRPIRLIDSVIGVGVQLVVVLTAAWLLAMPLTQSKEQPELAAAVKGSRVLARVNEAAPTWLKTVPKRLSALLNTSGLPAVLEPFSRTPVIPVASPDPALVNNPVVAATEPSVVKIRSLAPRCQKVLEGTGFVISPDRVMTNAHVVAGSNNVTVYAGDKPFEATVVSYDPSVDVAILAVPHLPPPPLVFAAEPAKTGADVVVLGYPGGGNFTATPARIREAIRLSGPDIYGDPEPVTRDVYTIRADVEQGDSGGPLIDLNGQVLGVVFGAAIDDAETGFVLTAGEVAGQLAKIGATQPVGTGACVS
Y pestis TopoI: inhibitors of Yersinia pestis topoisomerase I. Y. pestis Topo-I cleavage product accumulation, plate reader. activity, % at 10 µM. 360,000 tested, 0.064% active. AID 504884; in the data active = activity above about 50%, passing the limit was not always enough; note: inactives centre near 2
BH1578 lux ind: induces V. cholerae light production without autoinducers. AID 588436. 350,000 tested, 0.16% active. V. cholerae BH1578 lux reporter, luminescence, 6 h. activation, % at 18.7 µM; in the data active = activation mostly above about 9.7%, no sharp cut-off; note: not every result past the cut was called active; inactives centre near 0; reference of the scale not given here
TcdB inh: blocks C. difficile toxin B glycohydrolase activity; P18177; TcdB glycohydrolase enzymatic assay, plate reader; inhibition, % at 9.99 µM; 350,000 tested, 0.24% active; AID 652162; in the data active = inhibition above about 10%
MazF activator: MazEF (E. coli) toxin RNase activation. FAM/BHQ RNA-DNA oligo cleavage fluorescence, 5 h. activation, % at 20 µM. 350,000 tested, 0.32% active. AID 504720; in the data active = activation above about 50%
Target sequence (P0AE70 whole entry, looked up): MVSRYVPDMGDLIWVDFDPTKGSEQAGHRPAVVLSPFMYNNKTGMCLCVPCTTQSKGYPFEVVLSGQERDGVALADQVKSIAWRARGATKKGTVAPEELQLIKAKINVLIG
SSB-PriA inh: K. pneumoniae PriA-SSBct interaction inhibition; inhibition, % at 33 µM; 430,000 tested, 0.6% active; AlphaScreen SSBct-PriA binding, biotinylated peptide; AID 1272365; in the data active = inhibition mostly above about 37%, no sharp cut-off; inactive = mostly below about 20%;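 note: plate controls were negative control peptide for no effect and reference peptide for full effect; strong numbers were not always called active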
PrPC TRFRET: reduces human prion protein on the cell surface; P04156; cell surface PrPC, TR-FRET read-out; inhibition, % at 13.8 µM; 370,000 tested, 0.43% active; in the data active = inhibition above about 24%; note: 0% = median of the test wells and 100% = reference compound wells
CCHF vOTU inh: CCHFV vOTU protease inhibition. Pep-AMC fluorescence. inhibition, % at 11.5 µM. 370,000 tested, 0.55% active; in the data active = inhibition above about 30%; note: 0% = vehicle wells with enzyme and 100% = no enzyme wells
SARS 3CLpro inh: SARS-CoV 3CLpro protease inhibition; inhibition, % at 6 µM; recombinant SARS-CoV 3CLpro, quenched FRET peptide cleavage; P0C6X7; AID 1706; 290,000 tested, 0.14% active; in the data active = inhibition above about 12%
DUSP3 inh: DUSP3 (human) phosphatase inhibition | P51452 | recombinant VHR phosphatase, pNPP absorbance | inhibition, % at 13.3 µM | 290,000 tested, 0.52% active | AID 1654; in the data active = inhibition above about 50%; note: some compounds called inactive have numbers as strong as hits
Target sequence (P51452 whole entry, looked up): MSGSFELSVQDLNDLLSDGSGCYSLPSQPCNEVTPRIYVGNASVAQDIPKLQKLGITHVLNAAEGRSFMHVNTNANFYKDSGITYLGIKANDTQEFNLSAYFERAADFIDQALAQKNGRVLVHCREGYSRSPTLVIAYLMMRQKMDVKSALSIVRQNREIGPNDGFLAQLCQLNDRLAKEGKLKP
An asterisk follows results filed as active; & = joins results of further samples; ! = a repeat was not active. Not all compounds are listed. The share of hits here may be higher or lower than overall.

What do the screens show for `CN(Cc1ccccc1F)c1ccc(S(=O)(=O)N2CCCC2)cn1`?
Rv3671c inh: -3; Y pestis TopoI: 21; BH1578 lux ind: -0.4; TcdB inh: 1.9; MazF activator: 7; SSB-PriA inh: 1; PrPC TRFRET: -3; CCHF vOTU inh: -1; SARS 3CLpro inh: 0; DUSP3 inh: -7

How did O=Cc1cn(-c2ccccc2)nc1-c1cc2cc(O)ccc2oc1=O do in these assays?
Rv3671c inh: 6; Y pestis TopoI: 1; BH1578 lux ind: inactive; MazF activator: -5; SSB-PriA inh: 2; PrPC TRFRET: -7; CCHF vOTU inh: -27; SARS 3CLpro inh: 5; DUSP3 inh: 15

How did Cc1csc2ncc(C(=O)Nc3ccon3)c(=O)n12 do in these assays?
Rv3671c inh: -3; Y pestis TopoI: -10; BH1578 lux ind: inactive; TcdB inh: 0.2; MazF activator: 1; SSB-PriA inh: -3; PrPC TRFRET: 0; CCHF vOTU inh: -36; SARS 3CLpro inh: -4; DUSP3 inh: -4

Results for COCCN(C(=O)COC(=O)Cc1c[nH]c2ccccc12)c1c(N)n(Cc2ccccc2)c(=O)[nH]c1=O ?
Rv3671c inh: -5; Y pestis TopoI: 0; BH1578 lux ind: -0.7; TcdB inh: 0.1; MazF activator: 0; SSB-PriA inh: -4; PrPC TRFRET: 10; CCHF vOTU inh: 0

Results for Cc1cnn(-c2nc(-c3ccccc3)cc(-c3ccccc3)n2)c1 ?
Y pestis TopoI: 18; BH1578 lux ind: -1.0; TcdB inh: 1.2; MazF activator: 4; SSB-PriA inh: -14; PrPC TRFRET: -8; CCHF vOTU inh: -2; SARS 3CLpro inh: -4; DUSP3 inh: 30

Results for COC(=O)C1=C(C(=O)OC)[C@@H]2N(Cc3ccccc3)c3ccccc3[C@@]23C[C@@H](C(=O)OC)N(C(=O)NC(C)(C)C)C3=N1 ?
Rv3671c inh: -4; Y pestis TopoI: 2; BH1578 lux ind: -1.4; TcdB inh: -1.3; MazF activator: 9; SSB-PriA inh: 15; PrPC TRFRET: -4; CCHF vOTU inh: -1

How did O=C(CS(=O)(=O)Cc1ccccc1)NCCc1ccc(F)cc1 do in these assays?
Rv3671c inh: 8; Y pestis TopoI: -5; BH1578 lux ind: -2.5; TcdB inh: 1.4; MazF activator: -17; SSB-PriA inh: -1; PrPC TRFRET: -2; CCHF vOTU inh: 5; SARS 3CLpro inh: -1; DUSP3 inh: 26

How did Cc1nc(Cl)sc1C(=O)Nc1ccc(C(C)(C)C)cc1 do in these assays?
Rv3671c inh: -8; Y pestis TopoI: -4; BH1578 lux ind: inactive; TcdB inh: 1.8; MazF activator: 7; SSB-PriA inh: -32; PrPC TRFRET: 2; CCHF vOTU inh: -9; SARS 3CLpro inh: -1; DUSP3 inh: 16

How did CCN(CC)S(=O)(=O)c1cccc(C(=O)NCCCn2ccnc2)c1 do in these assays?
Rv3671c inh: 1; Y pestis TopoI: 3; BH1578 lux ind: -2.1; TcdB inh: 1.0; MazF activator: 0; SSB-PriA inh: -1; PrPC TRFRET: 0; CCHF vOTU inh: 2; SARS 3CLpro inh: -2; DUSP3 inh: 29

Results for CCOC(=O)Nc1ccc2c(CN3C(=O)NC4(CCCC4)C3=O)cc(=O)oc2c1 ?
Y pestis TopoI: 1; MazF activator: 10; SSB-PriA inh: 0; PrPC TRFRET: -4; CCHF vOTU inh: -183; SARS 3CLpro inh: 2; DUSP3 inh: 22

2 entries picked at random from the list so far:
How did CCN(CC)S(=O)(=O)c1cccc(C(=O)NCCCn2ccnc2)c1 do in these assays?
Rv3671c inh: 1; Y pestis TopoI: 3; BH1578 lux ind: -2.1; TcdB inh: 1.0; MazF activator: 0; SSB-PriA inh: -1; PrPC TRFRET: 0; CCHF vOTU inh: 2; SARS 3CLpro inh: -2; DUSP3 inh: 29

Results for COCCN(C(=O)COC(=O)Cc1c[nH]c2ccccc12)c1c(N)n(Cc2ccccc2)c(=O)[nH]c1=O ?
Rv3671c inh: -5; Y pestis TopoI: 0; BH1578 lux ind: -0.7; TcdB inh: 0.1; MazF activator: 0; SSB-PriA inh: -4; PrPC TRFRET: 10; CCHF vOTU inh: 0

The listing continues.
How did COc1ccccc1Nc1nc(N2CCOCC2)nc(N2CCOCC2)n1 do in these assays?
Rv3671c inh: 6&-7; Y pestis TopoI: 2&-4; BH1578 lux ind: -0.4; TcdB inh: -0.3&1.3; MazF activator: 11&9; SSB-PriA inh: -4; PrPC TRFRET: -9&-7; CCHF vOTU inh: -17&1; SARS 3CLpro inh: 3; DUSP3 inh: 1

Results for Cc1ccc(Cl)cc1NC(=O)COC(=O)C1CCCC1 ?
Rv3671c inh: -5; Y pestis TopoI: 3; BH1578 lux ind: inactive; MazF activator: -5; SSB-PriA inh: -21; PrPC TRFRET: 1; CCHF vOTU inh: 2; SARS 3CLpro inh: 7; DUSP3 inh: 0

What do the screens show for `CCn1c(SCC(=O)Nc2nc(C)c(C)s2)nnc1-c1cccs1`?
Rv3671c inh: -2; Y pestis TopoI: 3; BH1578 lux ind: inactive; MazF activator: 6; SSB-PriA inh: -12; PrPC TRFRET: -1; CCHF vOTU inh: -7; SARS 3CLpro inh: -8; DUSP3 inh: 3

How did CSCC[C@H](N)C(=O)N1CCC(C(=O)N[C@H](C)C(=O)NC(C)c2ccccc2)CC1 (stereo partly specified) do in these assays?
Rv3671c inh: -2; Y pestis TopoI: -4; BH1578 lux ind: -0.4; TcdB inh: -0.2; MazF activator: 0; SSB-PriA inh: -3; PrPC TRFRET: 5; CCHF vOTU inh: 4; SARS 3CLpro inh: 2; DUSP3 inh: 8

Results for COC(=O)C1=C(c2ccc3ccccc3c2)C[C@@H]2CC[C@H]1N2C(=O)NCc1ccc(C(F)(F)F)cc1 ?
Rv3671c inh: -14; Y pestis TopoI: 14; BH1578 lux ind: inactive; TcdB inh: 2.2; MazF activator: 1; SSB-PriA inh: -28; PrPC TRFRET: 9; CCHF vOTU inh: 7

How did Cc1cccc(NC(=O)CNC(=O)CN2C(=O)NC(C)(CCC(C)C)C2=O)c1C (stereo unspecified) do in these assays?
Y pestis TopoI: -7; BH1578 lux ind: -0.3; TcdB inh: -1.5; MazF activator: 3; SSB-PriA inh: -9; PrPC TRFRET: 4; CCHF vOTU inh: 1

How did COc1cc(C#Cc2c(-c3cncn3C)n(C)c3ccc(-c4cnc(N5CCOCC5)nc4)cc23)cc(OC)c1 do in these assays?
Rv3671c inh: 0; Y pestis TopoI: -3; BH1578 lux ind: -2.1; TcdB inh: 1.8; MazF activator: -21; SSB-PriA inh: 1; PrPC TRFRET: 1; CCHF vOTU inh: 3

Results for CN1CCN(c2ccc([N+](=O)[O-])c(SCCO)c2)CC1 ?
Rv3671c inh: -8; Y pestis TopoI: -2; BH1578 lux ind: inactive; TcdB inh: 1.9; MazF activator: 2; SSB-PriA inh: 12; PrPC TRFRET: -32; CCHF vOTU inh: -7; SARS 3CLpro inh: 3; DUSP3 inh: 8

How did COc1ccc(OC)c(CNC(=O)Cc2c(C(=O)O)[nH]c3ccc(Cl)cc23)c1 do in these assays?
Rv3671c inh: 5; Y pestis TopoI: 5; BH1578 lux ind: -1.0; TcdB inh: -0.9; MazF activator: 1; SSB-PriA inh: -4; PrPC TRFRET: -1; CCHF vOTU inh: -5; SARS 3CLpro inh: 0; DUSP3 inh: 4

How did O=C(NC(=S)Nc1ccc(N2CCOCC2)cc1)c1cccc([N+](=O)[O-])c1 do in these assays?
Rv3671c inh: -2; Y pestis TopoI: -2; BH1578 lux ind: 0.9; TcdB inh: 1.1; MazF activator: -3; SSB-PriA inh: -12; PrPC TRFRET: 6; CCHF vOTU inh: -6; SARS 3CLpro inh: 6; DUSP3 inh: -10

How did O=C(CN1CCN(c2ccc(F)cc2)CC1)Nc1ccccc1C(=O)NCCc1ccccc1 do in these assays?
Rv3671c inh: -1; Y pestis TopoI: 14; BH1578 lux ind: inactive; TcdB inh: 2.2; MazF activator: 2; SSB-PriA inh: -1; PrPC TRFRET: -5; CCHF vOTU inh: 0

What do the screens show for `CN1CCC(=C2c3ccccc3C=Cc3ccccc32)CC1`?
Rv3671c inh: 2; Y pestis TopoI: -4; BH1578 lux ind: inactive; TcdB inh: 1.0; MazF activator: -2; SSB-PriA inh: -2; PrPC TRFRET: -2; CCHF vOTU inh: -10; SARS 3CLpro inh: -2; DUSP3 inh: -15

How did CCc1cccc(C)c1NC(=O)CSc1nnc(CCCOc2ccc(Cl)cc2Cl)n1C do in these assays?
Rv3671c inh: -8; Y pestis TopoI: 1; BH1578 lux ind: -0.2; MazF activator: -9; SSB-PriA inh: 11; PrPC TRFRET: -5; CCHF vOTU inh: 24; SARS 3CLpro inh: 2; DUSP3 inh: 32

Results for Cc1ccccc1C(=O)c1cccn1CC(=O)N1CCCCCC1 ?
Rv3671c inh: 7; Y pestis TopoI: 2; BH1578 lux ind: inactive; MazF activator: -3; SSB-PriA inh: -4; PrPC TRFRET: -8; CCHF vOTU inh: 5; SARS 3CLpro inh: -13; DUSP3 inh: 12

Results for Cc1cc(NS(=O)(=O)c2ccc(NC(=O)/C=C/c3ccc(C)o3)cc2)nc(C)n1 ?
Rv3671c inh: -3; Y pestis TopoI: -1; BH1578 lux ind: inactive; TcdB inh: -0.7; MazF activator: 10; SSB-PriA inh: -11; PrPC TRFRET: -1; CCHF vOTU inh: -1; SARS 3CLpro inh: 2; DUSP3 inh: 18

How did O=C(NNc1nc2cc3c(cc2s1)OCO3)c1ccc(F)cc1 do in these assays?
Rv3671c inh: -2; Y pestis TopoI: -5; BH1578 lux ind: -0.2; TcdB inh: -1.1; MazF activator: 10; SSB-PriA inh: -1; PrPC TRFRET: -9; CCHF vOTU inh: 7; SARS 3CLpro inh: 4; DUSP3 inh: 4

Results for Cc1cccc(NC(=O)Cc2noc3ccccc23)c1C ?
Rv3671c inh: -4; Y pestis TopoI: 2; BH1578 lux ind: -0.3; TcdB inh: 0.9; MazF activator: -2; SSB-PriA inh: -10; PrPC TRFRET: 1; CCHF vOTU inh: -5; SARS 3CLpro inh: -2; DUSP3 inh: 18

What do the screens show for `CN1CCN(C(=O)C2=C[C@@H](c3ccc(C(F)(F)F)cc3)C[C@@H](OCCCCO)O2)CC1`?
Rv3671c inh: -3; Y pestis TopoI: 0; BH1578 lux ind: inactive; TcdB inh: 0.6; MazF activator: 4; SSB-PriA inh: -3; PrPC TRFRET: -2; CCHF vOTU inh: 6; SARS 3CLpro inh: 1; DUSP3 inh: 18

Results for CCN(Cc1ccccc1)S(=O)(=O)c1ccc(C(=O)N(CCCN(C)C)c2nc3ccc(F)cc3s2)cc1 ?
Rv3671c inh: -3; Y pestis TopoI: -5; BH1578 lux ind: inactive; TcdB inh: 1.1; MazF activator: 17; SSB-PriA inh: 37*!; PrPC TRFRET: -14; CCHF vOTU inh: 6; SARS 3CLpro inh: 4; DUSP3 inh: 2

What do the screens show for `CN(CC(=O)Nn1cnnc1)S(=O)(=O)c1ccccc1`?
Rv3671c inh: -5; Y pestis TopoI: 6; BH1578 lux ind: -0.1; TcdB inh: 0.6; MazF activator: 5; SSB-PriA inh: -26; SARS 3CLpro inh: 3; DUSP3 inh: 13

What do the screens show for `O=C(Cn1cccc1C(=O)c1ccccc1)NCCCN1CCOCC1`?
Rv3671c inh: -3; Y pestis TopoI: -1; BH1578 lux ind: -0.6; MazF activator: -1; SSB-PriA inh: -12; PrPC TRFRET: -2; CCHF vOTU inh: 8; SARS 3CLpro inh: -3; DUSP3 inh: 19

How did COc1cc(C(=O)OCC(=O)NCc2ccc(F)cc2)cc(NC(=O)c2cccs2)c1OC do in these assays?
Rv3671c inh: -8; Y pestis TopoI: -9; BH1578 lux ind: 0.4; TcdB inh: -0.1; MazF activator: 6; SSB-PriA inh: -11; PrPC TRFRET: -7; CCHF vOTU inh: 10; SARS 3CLpro inh: -1; DUSP3 inh: 5

Results for COc1ccc(C(=O)NCc2nnc(SCC(=O)c3ccc(F)cc3)n2C)cc1OC ?
Rv3671c inh: -4; Y pestis TopoI: 11; BH1578 lux ind: inactive; TcdB inh: 1.8; MazF activator: -3; SSB-PriA inh: -10; PrPC TRFRET: -7; CCHF vOTU inh: 4
